ATG4B inh = blocks human ATG4B protease cleavage of LC3 substrate. ATG4B cleavage of LC3-PLA2, NBD-HPC fluorescence, 1 h. actives 0.51% (n = 340,000). inhibition, % at 8.33 µM. Q9Y4P1; in the data active = inhibition above about 40%
Target sequence (Q9Y4P1 whole entry, looked up): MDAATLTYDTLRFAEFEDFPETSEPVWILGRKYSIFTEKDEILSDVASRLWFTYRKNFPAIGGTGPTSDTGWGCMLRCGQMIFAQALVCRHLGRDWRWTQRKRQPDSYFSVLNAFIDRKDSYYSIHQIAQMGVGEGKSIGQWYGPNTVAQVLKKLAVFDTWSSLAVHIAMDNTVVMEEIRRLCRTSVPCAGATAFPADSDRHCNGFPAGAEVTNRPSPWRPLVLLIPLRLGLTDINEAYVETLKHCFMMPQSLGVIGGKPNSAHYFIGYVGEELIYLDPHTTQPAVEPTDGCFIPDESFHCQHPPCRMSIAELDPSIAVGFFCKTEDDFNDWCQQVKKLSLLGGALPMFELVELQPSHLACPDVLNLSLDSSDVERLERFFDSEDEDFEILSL
mIAP block = mouse IAP inhibition | purified mouse IAP, CDP-Star luminescence, 30 min | AID 2806 | inhibition, % at 10 µM | actives 0.2% (n = 330,000);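 active = inhibition of at least 40% at 10 µM in the primary screen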;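 also: plate controls were DMSO with enzyme for no effect and no enzyme wells for full effect; values of inactives mirror those of a sister screen read the other way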
A3G deaminase = inhibitors of human APOBEC3G DNA deaminase. actives 0.28% (n = 330,000). inhibition, % at 20 µM. recombinant A3G, ssDNA deamination FAM/TAMRA fluorescence;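 active = inhibition of at least 40% at 20 µM, with no more than 30% in the related APOBEC3A deaminase screen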;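 also: plate controls were DMSO wells with A3G for no effect and wells lacking A3G enzyme for full effect; some compounds called inactive have numbers as strong as hits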
Target sequence (Q9HC16 whole entry, looked up): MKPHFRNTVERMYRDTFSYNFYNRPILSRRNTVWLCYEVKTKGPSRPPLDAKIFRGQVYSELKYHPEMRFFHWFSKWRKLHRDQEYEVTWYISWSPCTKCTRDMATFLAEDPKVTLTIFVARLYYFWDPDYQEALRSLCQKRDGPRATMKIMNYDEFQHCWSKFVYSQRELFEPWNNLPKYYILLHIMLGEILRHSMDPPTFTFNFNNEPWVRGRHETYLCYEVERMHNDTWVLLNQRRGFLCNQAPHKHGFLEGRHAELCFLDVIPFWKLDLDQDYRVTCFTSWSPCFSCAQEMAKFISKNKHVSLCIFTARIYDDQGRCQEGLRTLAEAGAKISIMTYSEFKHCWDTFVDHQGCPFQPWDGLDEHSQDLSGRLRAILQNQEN
A3A deaminase = blocks human APOBEC3A ssDNA deamination; inhibition, % at 20 µM; actives 0.41% (n = 330,000); recombinant A3A, FAM/TAMRA ssDNA deamination fluorescence; P31941; AID 493011;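 active = at least 40% inhibition at 20 µM here, with at most 30% in a related deaminase screen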;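 also: plate controls were A3A with DMSO for no effect and wells lacking A3A enzyme for full effect; some results filed as inactive read as strong as hits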
Target sequence (P31941 whole entry, looked up): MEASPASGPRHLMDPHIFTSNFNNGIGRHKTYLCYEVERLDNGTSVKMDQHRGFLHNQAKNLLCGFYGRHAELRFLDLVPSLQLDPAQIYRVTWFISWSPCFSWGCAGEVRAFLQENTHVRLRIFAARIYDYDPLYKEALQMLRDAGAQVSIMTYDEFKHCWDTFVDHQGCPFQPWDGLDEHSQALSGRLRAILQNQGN
MIN6 prolif = MIN6 beta-cell proliferation induction; proliferation, % at 10 µM; MIN6 cells proliferation, ATPlite luminescence, 48 h; cells starved in 0.2% serum; 100% = growth in 10% serum; actives 0.29% (n = 330,000);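 active = compounds whose signal lies at least 3.5 SD above the mean of all wells on their plate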;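 also: 0% = DMSO-treated cells in low-serum medium and 100% = 10% serum control; some compounds called inactive have numbers as strong as hits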
mIAP activ = increases mouse intestinal alkaline phosphatase activity; activation factor at 10 µM; AID 2805; muIAP, CDP-Star luminescence, 30 min; stronger effect = higher value; 1 = vehicle-only enzyme signal, 0 = enzyme-free wells; actives 0.24% (n = 330,000);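 active = activation factor of at least 2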; also: the source names both 10 and 20 µM as test concentration; values of inactives mirror those of a sister screen read the other way
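Assay system: mouse IAP enzyme / Compound: DMSO-dissolved test compounds / Timing: 30 min, room temperature / Measured by: luminescence from enzymatic CDP-Star hydrolysis / Control set: DMSO-only wells, enzyme-free buffer wells as negative control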
hIAP inh = blocks human intestinal alkaline phosphatase. purified IAP, CDP-Star luminescence, 30 min. inhibition, % at 10 µM. actives 0.12% (n = 330,000). AID 2544;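 active = inhibition reaching a set limit with compound at 10 µM in the primary screen, cut at about 35% in these data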;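 also: plate controls were DMSO wells with enzyme for no effect and no-enzyme buffer wells for full effect; values of inactives mirror those of a sister screen read the other way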
hIAP act = human IAP activation; actives 0.16% (n = 330,000); AID 2524; purified human IAP, CDP-Star luminescence, 30 min; stronger effect = higher value; 1 = vehicle-only enzyme, 0 = enzyme-free background; activation factor at 10 µM;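 active = activation factor of the enzyme at least 2-fold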; also: the source names both 10 and 20 µM as test concentration; values of inactives mirror those of a sister screen read the other way
MPTP block = inhibitors of mitochondrial permeability transition pore. actives 1.4% (n = 360,000). isolated mouse mitochondria, Ca2+ swelling absorbance, 30 min. AID 602449. inhibition, % at 10 µM;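 active = inhibition of 50% or more, scaled per plate between neutral and stimulator controls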;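 also: 0% = DMSO wells given calcium and 100% = 1 mM EGTA wells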
* hit, by the source's call; . = no result given.

Values run as follows: ATG4B inh, mIAP block, A3G deaminase, A3A deaminase, MIN6 prolif, mIAP activ, hIAP inh, hIAP act, MPTP block
> CCN(CC(=O)Nc1ccccc1OC)C(=O)Cn1cnc2ccccc2c1=O
    -4, -3, -6, -3, 0, 1, -3, 1, -0.9
> O=C(CSc1ccc2nnc(-c3cccnc3)n2n1)Nc1cccc(F)c1
    -7, -3, 8, 2, -1, 1, 0, 1, -1.0
> COc1ccccc1CC(=O)Nc1cc(Cl)ccc1O
    16, 0, -8, -3, -2, 1, 6, 0.94, 16
> N#Cc1cc2c(nc1SCC(=O)Nc1nccs1)CCCCC2
    3, -19, -2, 5, -6, 1.2, 5, 0.95, 0.0
> CC(C)N(C(=O)[C@H]1C[C@H](CC(=O)NCC23CC4CC(CC(C4)C2)C3)C(=O)N2CCc3c([nH]c4cc(CCC(=O)N(C)C)ccc34)[C@]12C)C(C)C
    -20, -13, 7, 1, ., 1.1, ., ., -1.1
> COc1ccc2cc(C(=O)COC(=O)COc3ccc4c(C)cc(=O)oc4c3)ccc2c1
    -6, -3, 1, -2, 0, 1, 15, 0.85, -3.0
> CCCCNC(=O)COC(=O)c1ccc(N(C)C)cc1
    0, 8, -3, -1, 0, 0.92, 7, 0.93, -0.6
> CC(C)N=C(NS(=O)(=O)c1ccc(Br)cc1)c1ccc(Cl)cc1
    -6, 4, 9, 1, -1, 0.96, -8, 1.1, 1.2
> O=C(Nc1cnn(Cc2ccc(F)cc2)c1)c1cnccn1
    -8, 2, -7, -4, -3, 0.97, 7, 0.93, -1.8
> COc1ccc(NC(=O)N(C2CCCCC2)C(C)c2cccnc2)c(OC)c1 (stereo not given)
    -11, 11, -4, -6, -1, 0.89, 0, 1, 0.4

Another view of some results above.
| SMILES | ATG4B inh | mIAP block | A3G deaminase | A3A deaminase | MIN6 prolif | mIAP activ | hIAP inh | hIAP act | MPTP block |
| --- | --- | --- | --- | --- | --- | --- | --- | --- | --- |
| O=C(CSc1ccc2nnc(-c3cccnc3)n2n1)Nc1cccc(F)c1 | -7 | -3 | 8 | 2 | -1 | 1 | 0 | 1 | -1.0 |
| COc1ccccc1CC(=O)Nc1cc(Cl)ccc1O | 16 | 0 | -8 | -3 | -2 | 1 | 6 | 0.94 | 16 |
| N#Cc1cc2c(nc1SCC(=O)Nc1nccs1)CCCCC2 | 3 | -19 | -2 | 5 | -6 | 1.2 | 5 | 0.95 | 0.0 |

Next section:
Values run as follows: ATG4B inh, mIAP block, A3G deaminase, A3A deaminase, MIN6 prolif, mIAP activ, hIAP inh, hIAP act, MPTP block
> NC(=O)CCNC(=O)c1ccc(Cl)cc1
    7, 1, 1, 2, 1, 0.99, -3, 1, -2.6
> Cc1ccc(Oc2nc(CN3CCOCC3)nc3sc4c(c23)CCC(C)C4)cc1C (stereo not given)
    -12, 2, -5, -2, 0, 0.98, -2, 1, -0.2
> O=C(CCC(=O)N1CCSc2ccccc21)Nc1ccc(F)cc1
    -5, 0, -10, -6, -3, 1, 0, 1, 0.4
> COc1ccc(C2=NN(C(=O)CCC(=O)O)C(c3cccs3)C2)cc1OC (stereo not given)
    3, 4, -6, -5, 0, 0.96, -14, 1.1, -0.9
> O=C(CCNC(=O)c1ccc(Cl)cc1)NC1CCCCCC1
    -3, 1, -6, -1, -2, 0.99, 2, 0.98, 0.6
> Cc1ccc(S(=O)(=O)N2CCN(S(=O)(=O)c3ccc4c(c3)OCCO4)CC2)cc1
    7, 12, 20, 5, 0, 0.88, 1, 0.99, 2.5
> COCCN(C(=S)Nc1c(C)cc(C)cc1C)C(C)c1cccnc1 (stereo not given)
    0, -6, 36, -2, -4, 1.1, -18, 1.2, 1.4
> O=C(COC(=O)c1cccs1)NCC1CCCCC1
    -16, -2, -2, 0, 2, 1, -10, 1.1, 0.7
> Cc1ccc2nc(NC(=O)C3CCCN3C(=O)OC(C)(C)C)sc2c1 (stereo not given)
    -7, 1, -7, -5, 0, 0.99, 2, 0.98, -2.5
> COc1cccc(N2C(=O)N(c3ccccc3Cl)C3CS(=O)(=O)CC32)c1 (stereo not given)
    3, -10, 0, 2, -1, 1.1, 11, 0.89, -0.4

Record cards (already shown):
CC(C)N(C(=O)[C@H]1C[C@H](CC(=O)NCC23CC4CC(CC(C4)C2)C3)C(=O)N2CCc3c([nH]c4cc(CCC(=O)N(C)C)ccc34)[C@]12C)C(C)C reads ATG4B inh = -20; mIAP block = -13; A3G deaminase = 7; A3A deaminase = 1; MIN6 prolif = .; mIAP activ = 1.1; hIAP inh = .; hIAP act = .; MPTP block = -1.1
COc1cccc(N2C(=O)N(c3ccccc3Cl)C3CS(=O)(=O)CC32)c1 (stereo not given) reads ATG4B inh = 3; mIAP block = -10; A3G deaminase = 0; A3A deaminase = 2; MIN6 prolif = -1; mIAP activ = 1.1; hIAP inh = 11; hIAP act = 0.89; MPTP block = -0.4

The list continues:
Values run as follows: ATG4B inh, mIAP block, A3G deaminase, A3A deaminase, MIN6 prolif, mIAP activ, hIAP inh, hIAP act, MPTP block
> COc1ccccc1N1CN(S(=O)(=O)c2ccc(C)cc2)c2nc3ccccc3nc21
    -8, 4, -9, -2, -1, 0.96, 1, 0.99, 0.8
> O=C(COc1ccccc1-c1ccccc1)N/N=C/c1cccnc1
    -5, -10, -6, 4, 1, 1.1, -8, 1.1, 0.7
> CCCCOC(=O)c1ccc(NC(=O)CN2C(=O)NC3(CCCCCC3)C2=O)cc1
    0, -2, -3, -1, -8, 1, 9, 0.91, -1.4
> COc1ccccc1CNC(=O)[C@H](C)NC(=O)C1CCN(C(=O)[C@@H](N)C(C)C)CC1
    0, 2, -9, -3, 1, 0.97, 17, 0.83, -1.1
> O=C(C1CCCCC1)N1CCCc2ccccc21
    5, 4, -1, -2, -2, 0.96, 6, 0.94, -1.7
> O=C(Nc1ccc(N2CCCCC2)cc1)c1ccc([N+](=O)[O-])o1
    -3, 9, 6, 17, 0, 0.91, 23, 0.77, 0.7
> CCOc1ccc(CCNC(=O)c2cnc(C)cn2)cc1OCC
    -4, 7, -3, 2, 7, 0.93, 19, 0.81, -1.6
> Cc1[nH]c2ccccc2c(=O)c1CN1CCCCC1
    0, 7, -4, -2, 0, 0.93, 1, 0.99, -1.7
> O=C1C2CCCN2C(c2ccccc2)N1c1ccc(F)cc1 (stereo not given)
    15, 4, 1, 2, 5, 0.96, -2, 1, 10
> c1ccc2[nH]c(SCc3cn4ccccc4n3)nc2c1
    -3, -6, 1, 0, -1, 1.1, -46, 1.5, -1.2

Later entries
Values run as follows: ATG4B inh, mIAP block, A3G deaminase, A3A deaminase, MIN6 prolif, mIAP activ, hIAP inh, hIAP act, MPTP block
> O=C(c1ccc(Cn2c(=O)[nH]c3ccccc3c2=O)cc1)N1CCN(c2ccccn2)CC1
    4, -4, -8, -1, -3, 1, 18, 0.82, -0.3
> C=CCN(c1ccccc1)S(=O)(=O)c1cccc(C(=O)NCC(c2ccccc2OC)N2CCCC2)c1 (stereo not given)
    0, -2, 0, 0, -7, 1, -6, 1.1, 2.3
> COc1ccc(NC(=O)Cc2c[nH]c3ccccc23)cc1S(=O)(=O)N1CCOCC1
    -9, 5, -2, 5, -4, 0.95, 1, 0.99, -0.2
> CS(=O)(=O)N(CC(=O)N1CCN(Cc2ccccc2)CC1)c1ccc2c(c1)OCCO2
    9, 5, -1, 3, -1, 0.95, -2, 1, 2.4
> Cc1cccc(NC(=S)NC(C)C(c2ccccc2)N2CCN(C)CC2)c1C (stereo not given)
    0, -13, -2, -9, -5, 1.1, -5, 1, 7.5
> CCCc1nc(NCC2CCCO2)c2nnn(Cc3ccccc3)c2n1 (stereo not given)
    10, -4, -1, -15, -1, 1, -6, 1.1, -7.3
> Cn1c(C(=O)O)c(S(=O)(=O)c2ccc(Cl)cc2)c2ccccc21
    9, 5, -6, -3, 0, 0.95, 8, 0.92, -0.1
> NS(=O)(=O)c1ccc(NC(=O)CCCCCN2C(=O)c3ccccc3C2=O)cc1
    2, 6, -7, -3, -4, 0.94, 9, 0.91, -1.2
> NC(=O)NCCC1=CCCCC1
    1, 3, -5, 0, 3, 0.97, 3, 0.97, -0.4
> COc1cc(C(=O)NC(CCSC)C(=O)OCC(=O)NC(=O)C2CCCCC2)cc(OC)c1OC (stereo not given)
    -9, -6, 8, 3, -1, 1.1, 10, 0.9, -1.8

The listing continues:
Values run as follows: ATG4B inh, mIAP block, A3G deaminase, A3A deaminase, MIN6 prolif, mIAP activ, hIAP inh, hIAP act, MPTP block
> COc1ccc(NC(=O)CN(c2ccccc2C)S(C)(=O)=O)c(OC)c1
    -5, 3, -5, -4, -1, 0.97, -2, 1, -0.1
> CC(=O)NCCSc1ccc(S(=O)(=O)N2CCCC2)cn1
    -3, 0, -5, 2, 0, 1, -9, 1.1, -1.0
> O=C(Cc1ccc(F)cc1)N/N=C/c1ccc(-c2ccc(Cl)c(C(=O)O)c2)o1
    5, 1, -5, -2, 0, 0.99, 4, 0.95, -0.7
> O=[N+]([O-])c1cccc(-c2cn3nc(-c4ccccc4)c(-c4ccccc4)nc3n2)c1
    -6, -2, 9, -1, -4, 1, -14, 1.1, 1.4
> Cc1ccoc1C(=O)Nc1ccc2ccccc2c1
    2, 9, -9, -4, 0, 0.91, 3, 0.97, -0.9
> O=C(C1=C[C@@H](c2ccc(Br)cc2)C[C@@H](OCCCCO)O1)N1CCN(Cc2ccc3c(c2)OCO3)CC1
    -7, 6, -7, -2, -8, 0.94, 4, 0.96, 0.0
> COc1cccc(/C=C2\SC(=O)N(CCC(=O)NC3CCS(=O)(=O)C3)C2=O)c1 (stereo not given)
    -4, 6, -3, -3, -1, 0.94, 32, 0.68, -0.9
> COc1ccc(CCNC(=O)C(=O)Nc2ccc3nc4n(c(=O)c3c2)CCCCC4)cc1OC
    -9, -7, -5, -1, -1, 1.1, -3, 1, 1.6
> COc1ccccc1CN1CCCC(C(=O)N2CCCCC2)C1 (stereo not given)
    7, -5, -6, -1, 0, 1, -14, 1.1, 2.9
> CCOC(=O)C1[C@H]2C(=O)N(C(C)c3ccc(OC)cc3)C[C@]23C=C[C@H]1O3 (stereo not given in full)
    -2, -2, -4, -2, -2, 1, 14, 0.86, -0.1

More results.
Values run as follows: ATG4B inh, mIAP block, A3G deaminase, A3A deaminase, MIN6 prolif, mIAP activ, hIAP inh, hIAP act, MPTP block
> N#CC/C(N)=N/Nc1nc2ccccc2nc1Cc1ccccc1
    6, 10, -2, -2, -4, 0.9, 6, 0.94, 1.8
> CCOc1ccc(CCNC(=O)CSC(=S)N2CCCC2)cc1OCC
    -6, 8, -3, 3, 3, 0.93, -2, 1, -0.5
> CCn1nccc1C(=O)Nc1ccc(S(=O)(=O)NC23CC4CC(CC(C4)C2)C3)cc1
    -14, -1, 1, -2, -2, 1, 7, 0.93, 5.1
> CCCO/N=C1/C(=O)N(c2ccccc2)c2ccccc21
    11, 8, -2, -6, -3, 0.92, 0, 1, -0.1
> CCOC(=O)c1[nH]c(COC(=O)CCCOc2ccccc2)c(C(=O)OCC)c1C
    4, -6, -4, 0, -1, 1.1, 1, 0.99, .
> O=C(CSc1nnnn1-c1ccc(F)cc1F)Nc1ccccc1F
    2, 2, 10, -6, -2, 0.98, 16, 0.84, -0.9

From PubChem
